# Assay outcomes: PubChem, Johns Hopkins Ion Channel Center
# CHT allo act: CHT positive allosteric modulators, primary screen, cell-based, membrane potential dye, choline EC20; B-score at 10 µM; actives 0.49% (n = 310,000); CHT-expressing cells; active compounds read high; LV-AA mutant CHT in HEK293 cells; AID 488977, 2010; High affinity choline transporter 1 (Homo sapiens), Q9GZV3;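 active = initial fluorescence not abnormally high and integrated response B-score, plate-corrected, over 3 SD above library mean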
# Target sequence (Q9GZV3 whole entry, looked up): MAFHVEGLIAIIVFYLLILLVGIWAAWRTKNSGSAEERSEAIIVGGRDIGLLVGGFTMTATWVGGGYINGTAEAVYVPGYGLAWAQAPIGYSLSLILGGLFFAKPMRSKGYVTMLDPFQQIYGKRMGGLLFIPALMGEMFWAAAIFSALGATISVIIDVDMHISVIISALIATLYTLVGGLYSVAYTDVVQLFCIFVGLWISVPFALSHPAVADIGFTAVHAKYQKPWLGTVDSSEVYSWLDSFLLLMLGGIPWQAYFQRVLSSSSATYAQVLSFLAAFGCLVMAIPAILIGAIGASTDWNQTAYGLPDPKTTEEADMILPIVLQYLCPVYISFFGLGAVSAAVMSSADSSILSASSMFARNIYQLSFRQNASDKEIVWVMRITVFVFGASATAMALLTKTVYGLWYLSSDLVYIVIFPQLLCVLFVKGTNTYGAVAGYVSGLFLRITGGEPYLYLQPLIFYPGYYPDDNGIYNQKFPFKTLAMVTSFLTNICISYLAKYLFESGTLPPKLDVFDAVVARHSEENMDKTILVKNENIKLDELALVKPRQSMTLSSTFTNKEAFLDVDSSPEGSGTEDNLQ
# CHT inh: inhibitors of human choline transporter CHT; High affinity choline transporter 1 (Homo sapiens), Q9GZV3; CHT-expressing cells, membrane potential dye, choline response; active compounds read low; B-score at 10 µM; actives 0.86% (n = 310,000);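 active = B-score over 3 SD under the library average, and starting fluorescence ratio not unusually high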;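 note: choline stimulus applied at its EC90 after an EC20 pre-addition; B-score computed on integrated fluorescence ratio after choline addition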
# Calls only; i = inactive.
SMILES,CHT allo act,CHT inh
O=C(Cc1ccc(Cl)cc1)NCCCNC(=O)c1cccnc1,i,i
Cc1ccc(C(=O)N2CCN(S(=O)(=O)c3ccccc3)CC2)s1,i,i
C=CCN(C(=O)CNC(=O)c1ccco1)C(C(=O)NC1CCCC1)c1ccc(OC)cc1 (stereo unspecified),i,i
Cc1ccc(NNC(=O)c2ccc(Cl)cc2)nn1,i,i
Cc1ccnn1CC(=O)N/N=C/c1cn[nH]c1-c1ccc(F)cc1,i,i
COc1ccc(/C=N/NC(=O)c2ccc(=O)[nH]n2)cc1OC,i,i
O=C(CC1Sc2ccccc2NC1=O)Nc1ccccc1[N+](=O)[O-] (stereo unspecified),i,i
Cc1nc2c(C#N)c(C)[nH]n2c(=O)c1Cc1ccccc1,i,i
O=S(=O)(c1ccc2oc3ccccc3c2c1)N1CCCC1,i,i
CCc1ccc(N2CC(C(=O)N/N=C/c3cc([N+](=O)[O-])ccc3O)CC2=O)cc1 (stereo unspecified),i,i
CSc1nnc(-c2sc3cc(C(F)(F)F)cnc3c2-c2ccccn2)n1C,i,i
Cc1ncc(C[n+]2csc(CCOC(=O)CC3C4CC5CC(C4)CC3C5)c2C)c(N)n1 (stereo unspecified),i,i
COc1cc(NC(=O)C2CCCCC2)c(OC)cc1NC(=O)c1ccccc1,i,i
S=C(N/N=C/c1ccccc1)N1CCOCC1,i,i
Cc1ccc(/C=N/Nc2cc(C)nc(N3CCOCC3)n2)cc1,i,i
COc1cccc(C2C3=C(CC(C)(C)CC3=O)Nc3n[nH]c(C)c32)c1 (stereo unspecified),i,i
COc1ccccc1OC(C)c1nnc(SCC(=O)Nc2c(C)n(C)n(-c3ccccc3)c2=O)n1-c1ccccc1 (stereo unspecified),i,i
CCc1cccc2c(=O)c(C(=O)N3CCOCC3)c[nH]c12,i,i
CCc1ccc(N2CC(C(=O)NCc3ccco3)CC2=O)cc1 (stereo unspecified),i,i
O=C(COc1nsnc1N1CCOCC1)Nc1ccc([N+](=O)[O-])cc1,i,i
COc1ccc(NC(=O)CSc2nnnn2Cc2ccccc2)cc1,i,i
CCC(C)[C@H](NC(=O)N1CC(=O)Nc2ccccc21)C(=O)N1CCC[C@H]1C(=O)O (stereo partly specified),i,i
Cc1ccc(S(=O)(=O)N2CCN(C(=O)COC(=O)c3oc4ccccc4c3C)CC2)cc1,i,i
O=C(CC(NC(=O)c1ccccc1)c1ccccc1)Nc1cccc2ccccc12 (stereo unspecified),i,i
Cc1onc(-c2c(Cl)cccc2Cl)c1C(=O)N1CCN(Cc2ccccc2)CC1,i,i
CC(C)C(=O)OCc1cn(-c2ccc(Cl)c(Cl)c2)nn1,i,i
COc1ccccc1C(=O)N1c2ccccc2Sc2ccccc21,i,i
Nc1cc(Cl)ccc1N1CCCCC1,i,i
COc1ccc(OC)c2c1cc(C(=O)N[C@H](C(=O)N1CCC(C(=O)O)CC1)C(C)C)n2C,i,i
O=C(Cn1[nH]c(=O)c2ccccc2c1=O)OCC(=O)c1ccc(F)cc1,i,i
COc1ccc(NC(=O)CNc2cc(S(=O)(=O)N3CCOCC3)ccc2NCC2CCCO2)cc1 (stereo unspecified),i,i
CN1C(c2ccc(F)cc2)=CS/C1=C(\C#N)c1nnc2n1-c1ccccc1SC2,i,i
CCOc1ccc2nc(N/C(N)=N/C(=S)Nc3cccc(C)c3)nc(C)c2c1,i,i
COC(=O)c1ccc(C2c3c(oc4ccc(Cl)cc4c3=O)C(=O)N2CCN2CCOCC2)cc1 (stereo unspecified),i,i
Brc1ccc(CNCC2CCCO2)cc1 (stereo unspecified),i,i
Cc1nnsc1C(=O)N/N=C/c1ccccc1,i,i
CCOC(=O)CSc1nc2c(sc3ccc([N+](=O)[O-])cc32)c(=O)n1Cc1ccco1,i,i
COc1cc(C(=O)OCCCN(C)C)cc(OC)c1OC,i,i
O=C(Nc1cccc(Cl)c1)c1cnn2cccnc12,i,i
CC(=O)Nc1ccc(NC(=O)C(C)OC(=O)C2CCCC2)cc1 (stereo unspecified),i,i
Cc1cc(C)cc(NC(=O)CC2Oc3ccc(C)cc3NC2=O)c1 (stereo unspecified),i,i
CCCCNS(=O)(=O)c1ccc(NC(=O)C2c3ccccc3Oc3ccccc32)cc1,i,i
COc1ccccc1NC(=O)N1CCC(NC(=O)C2CCCCC2)CC1,i,i
Cc1cccc(NC(=S)NCCc2ccccn2)c1,i,i
Cc1cc(C)cc(-n2c(=O)c3sccc3n(CC(=O)NCc3ccco3)c2=O)c1,i,i
COc1ccc([C@@H]2CC=C(C(=O)O)[C@H](c3ccc(F)cc3)N2S(=O)(=O)c2ccccc2C)cc1,i,i
FC(F)Oc1ccc(/C=N/NC(=S)Nc2cc(C(F)(F)F)ccc2Cl)cc1,i,i
O=c1c(Cl)c(N/N=C/c2ccc(Br)cc2)cnn1-c1ccccc1,i,i
CN(C)/C=C/C(=O)/C=C/c1ccc(Cl)cc1Cl,i,i
CCN(CC)c1ccc(NC(=O)C2CCC(CNc3c(N4CCCC4)c(=O)c3=O)CC2)c(C)c1 (stereo unspecified),i,i
Cc1cc(C)c(C2=CC(c3ccccc3)n3ncnc3N2)cc1C (stereo unspecified),i,i
O=C(O)CCCn1cc(NC(=O)COc2ccc(F)cc2)cn1,i,i
COc1ccc(-c2cc(C(=O)Nc3c(C)n(C)n(-c4ccccc4)c3=O)c3ccccc3n2)cc1OC,i,i
Cc1ccc2c(c1)CN1CN2Cc2cc(C)ccc21,i,i
CCOC(=O)C1CCN(C(=O)CSc2nccc(C)n2)CC1,i,i
CC1CCCCC1NC(=O)Cn1ncc2ccccc21 (stereo unspecified),i,i
CCCCCNC(=O)Cc1cc(=O)[nH]c(=O)[nH]1,i,i
Cc1nc(Cl)nc(N(C)c2ccccc2)c1[N+](=O)[O-],i,i
CCOC(=O)N1CCN(S(=O)(=O)c2cc(Cl)c(OC)cc2Cl)CC1,i,i
O=C(CC1SC(=O)N(c2ccccc2)C1=O)Nc1cccc2ccccc12 (stereo unspecified),i,i

# Record cards, as listed above. Order of values: CHT allo act | CHT inh
# FC(F)Oc1ccc(/C=N/NC(=S)Nc2cc(C(F)(F)F)ccc2Cl)cc1 in the list: i | i
# CCCCNS(=O)(=O)c1ccc(NC(=O)C2c3ccccc3Oc3ccccc32)cc1 in the list: i | i
# CC1CCCCC1NC(=O)Cn1ncc2ccccc21 (stereo unspecified) in the list: i | i
# Cc1cc(C)c(C2=CC(c3ccccc3)n3ncnc3N2)cc1C (stereo unspecified) in the list: i | i
# Cc1nc(Cl)nc(N(C)c2ccccc2)c1[N+](=O)[O-] in the list: i | i

# Next compounds follow.
SMILES,CHT allo act,CHT inh
COc1ccc(CN2CCN(C)CC2)cc1OCc1ccccc1,i,i
CC(C)c1[nH]nc2c1C(c1ccc(OC(=O)c3ccco3)cc1)C(C#N)=C(N)O2 (stereo unspecified),i,i
S=c1[nH]nc(Cc2noc3ccccc23)n1-c1ccccc1,i,i
CCCN(C(=O)c1cn(-c2ccccc2)nc1-c1ccc(OC)cc1)C1CCS(=O)(=O)C1 (stereo unspecified),i,i
CC1(C)CC(=O)C=C(Nc2ccc3c(c2)OCCO3)C1,i,i
O=C(Nc1ccc(Cc2ccncc2)cc1)C1CC1,i,i
COc1ccc(Nc2nc(Cl)c(C=O)s2)cc1,i,i
CCCCN(c1nc2ccccc2nc1Cl)S(=O)(=O)c1ccc(C)cc1,i,i
Cc1nc2cc(-c3ccc(Cl)cc3)nn2c(NCCN(C)C)c1C,i,i
CCCOc1ccc(N2C(=O)C/C(=C\c3ccccc3)C2=O)cc1,i,i
O=C(N/N=C/c1cccc([N+](=O)[O-])c1)c1cc(-c2ccc3c4c(cccc24)CC3)n[nH]1,i,i
Cc1ccc(S(=O)(=O)c2nc(-c3ccccc3Cl)oc2N(C)C)cc1,i,i
CCN(C(=O)COC(=O)CSc1ccccc1)c1c(N)n(Cc2ccccc2)c(=O)[nH]c1=O,i,i
C=CCSc1nnc(NC(=O)Cc2ccc(OC)c(OC)c2)s1,i,i
CC(=O)Nc1ccc(NS(=O)(=O)c2cn(C)c(=O)n(C)c2=O)cc1,i,i
CC1CCN(Cc2c(C(=O)O)nnn2-c2nonc2N)CC1,i,i
CCOC(=O)C(NC(=O)CC)(Nc1nc2c(s1)CCCC2)C(F)(F)F (stereo unspecified),i,i
COc1ccc(Br)cc1C(=O)NC(=S)Nc1ccc(Cl)c(C(=O)O)c1,i,i
O=C(COC(=O)C1CCC1)NCc1ccccc1Cl,i,i
CC1(C)c2[nH]c3ccccc3c2C[C@H]2C(=O)N(Cc3cccc(F)c3)C(=O)N21,i,i

# An excerpt from above in order of molar mass, descending.
SMILES,CHT allo act,CHT inh
Cc1ccc(S(=O)(=O)N2CCN(C(=O)COC(=O)c3oc4ccccc4c3C)CC2)cc1,i,i
O=C(N/N=C/c1cccc([N+](=O)[O-])c1)c1cc(-c2ccc3c4c(cccc24)CC3)n[nH]1,i,i
COc1ccc(NC(=O)CSc2nnnn2Cc2ccccc2)cc1,i,i
Cc1ccnn1CC(=O)N/N=C/c1cn[nH]c1-c1ccc(F)cc1,i,i
O=C(O)CCCn1cc(NC(=O)COc2ccc(F)cc2)cn1,i,i
CC1(C)CC(=O)C=C(Nc2ccc3c(c2)OCCO3)C1,i,i
Brc1ccc(CNCC2CCCO2)cc1 (stereo unspecified),i,i

# Filtered by structure, the compounds so far with a cyano group (3)
SMILES,CHT allo act,CHT inh
Cc1nc2c(C#N)c(C)[nH]n2c(=O)c1Cc1ccccc1,i,i
CN1C(c2ccc(F)cc2)=CS/C1=C(\C#N)c1nnc2n1-c1ccccc1SC2,i,i
CC(C)c1[nH]nc2c1C(c1ccc(OC(=O)c3ccco3)cc1)C(C#N)=C(N)O2 (stereo unspecified),i,i

# (next part)
SMILES,CHT allo act,CHT inh
CCOC(=O)Nc1ccc(S(=O)(=O)N(C)C(C)C)cc1,i,i
CCC(CC)c1nnc(NC(=O)Cc2ccccc2[N+](=O)[O-])s1,i,i
CN(CC(=O)Nc1cccc(F)c1)C(=O)/C=C/c1ccc(Br)s1,i,i
Cc1cc(C)c2c(=O)c(C#N)coc2c1,i,i
CCOc1ncccc1C(=O)N1CCN(C(c2ccccc2)c2ccccc2)CC1,i,i
Cc1ccc(CCC(=O)Nc2ccc(C#N)cc2)o1,i,i
O=C(O)c1ccc(CN2C(=O)CSC2=S)cc1,i,i
Cc1ccc(S(=O)(=O)NCCC(=O)N2CCCC(C)C2)cc1 (stereo unspecified),i,i
CCCCC(=O)N(CCOC)c1nnc(-c2ccccc2C)s1,i,i
COC(=O)c1ccc(CSc2nc3sc4c(c3c(=O)n2C)CCCC4)o1,i,i
CCN(c1ccccc1)S(=O)(=O)c1ccc(Cl)c(NC(=O)Nc2ccc(Cl)cc2C#N)c1,i,i
CCOC(=O)C1=C(N)Oc2ccc3ccccc3c2C1c1ccc(O)c(OC)c1 (stereo unspecified),i,i
Cc1cc(Br)c(S(=O)(=O)NCCN2CCOCC2)cc1C,i,i
O=C(c1cccs1)N1CCC(c2nc3c(nnn3Cc3c(Cl)cccc3Cl)c(=O)[nH]2)CC1,i,i
O=C1OC(Nc2ccc(Cl)cn2)c2ccccc21 (stereo unspecified),i,i
CC1CC(=O)c2cnc(NCC3CCCO3)nc2C1 (stereo unspecified),i,i
O=C(Nc1ccccc1)N(CCc1nc2ccccc2[nH]1)C1CCCC1,i,i
COc1ccccc1CN1CC(C(=O)N(CCO)Cc2cccs2)CCC1=O (stereo unspecified),i,i
Cc1ccc(NC(=O)CN(C)C(=O)Cn2cc(C(F)(F)F)ccc2=O)cc1,i,i
Cc1noc(C)c1C(=O)NC(C)c1ccc(Cl)cc1Cl (stereo unspecified),i,i
O=C(CSc1ncn[nH]1)Nc1nc(-c2ccccc2)ns1,i,i
COc1ccc(C2C(C(=O)c3ccccc3)=C(C)Nc3nc4ccccc4n32)c(OC)c1 (stereo unspecified),i,i
Cc1ccc2c(c1)N(CCC(=O)NC1CC1)C(=O)C(C)O2 (stereo unspecified),i,i
O=C(CCCn1c(=S)[nH]c2cc3c(cc2c1=O)OCO3)N1CCN(c2ccc(F)cc2)CC1,i,i
CC(NC(=O)COC(=O)c1ccc2ccccc2n1)C1CC2CCC1C2 (stereo unspecified),i,i
Cc1ccc(NCc2n[nH]c(=S)n2-c2ccccc2)c(C)c1,i,i
NNc1cc([N+](=O)[O-])cc2c1C(=O)N(Cc1ccccc1)S2=O (stereo unspecified),i,i
CCOC(=O)CNC(=S)N(Cc1ccccc1)Cc1ccccc1F,i,i
Cn1cc(CN2C[C@]3(C)C[C@H]2CC(C)(C)C3)c(-c2ccc3c(c2)OCCO3)n1,i,i
COc1ccc(C2NC(=O)NC(c3ccccc3)=C2c2nc3ccccc3s2)cc1 (stereo unspecified),i,i
O=C1Nc2ccc(Br)cc2/C1=C/C1CC=CCC1 (stereo unspecified),i,i
CC1=NN(c2nc(-c3ccc(C)cc3)cs2)C(=O)C1N=Nc1ccc(C(N)=O)cc1 (stereo unspecified),i,i
Cc1ccc(-c2nn(CC(=O)Nc3cccnc3)c(=O)c3ccccc23)cc1,i,i
O=C(O)C1C2C=CC(C2)C1C(=O)NCCc1ccncc1 (stereo unspecified),i,i
O=S(=O)(Nc1nc2ccccc2nc1-[n+]1ccccc1)c1ccc(Cl)cc1,i,i
O=C(c1ccccc1)c1ccncc1,i,i
CCOC(=O)CNC(=O)N1CCCC(Cc2ccccc2)(C(=O)OCC)C1 (stereo unspecified),i,i
COc1cc2c(cc1NC(=O)c1cc(-c3ccncc3)nc3ccc(C)cc13)oc1ccccc12,i,i
CCC(C)NC(=O)C(=O)NCc1ccccn1 (stereo unspecified),i,i
N/C(Cc1ccc([N+](=O)[O-])cc1)=N\OC(=O)c1ccccc1F,i,i
O=C(O)CSCC(=O)N1CCN(c2nc3cc(Cl)ccc3s2)CC1,i,i
COc1cc(NC(=O)C(=O)NNC(=O)C2CCCCC2)c(OC)cc1Cl,i,i
O=C(CN1C(=O)c2ccccc2C1=O)NCc1ccncc1,i,i
